MITF act = MITF TRPM1 promoter activation in melanoma cells. actives 0.75% (n = 300,000). SK-MEL-5 TRPM1-promoter luciferase, 24 h; % of positive control, neutral wells = 0. activation, % at 12.5 µM;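 active means mean activation of at least 80% with every replicate also reaching 80%; inconclusive means mean reaches 80% but some replicate falls short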;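 further: 0% = neutral control wells and 100% = parthenolide positive control wells; values of inactives mirror those of a sister screen read the other way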
SR-BI HDL uptake = inhibitors of mouse SR-BI mediated HDL lipid uptake; ldlA[mSR-BI] CHO cells, DiI-HDL uptake fluorescence, 3 h; Q61009; inhibition, % at 12.5 µM; actives 0.96% (n = 320,000);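 active means mean replicate inhibition of at least 70% and a set share of replicates each scoring 70 or more; inconclusive means meets just one of the two criteria; inactive means fails both criteria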;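 further: 0% = median of neutral control wells and 100% = median of positive control wells; values of inactives mirror those of a sister screen read the other way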
HTR5A inv ag = HTR5A inverse agonism, opioid heterodimer counter-screen; P47898; HTR5A cell line, luminescence; inhibition, % at 9.3 µM; actives 0.083% (n = 340,000); in the data active means inhibition mostly above about 23%, no sharp cut-off; inactive means mostly below about 18%;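 further: 0% = cells with DMSO and 100% = no-cell wells with DMSO; some compounds called inactive have numbers as strong as hits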
HTR5A ag = counter-screen for OPRM1-OPRD1 agonists: human HTR5A agonism; activation, % at 9.3 µM; P47898; actives 0.61% (n = 340,000); HTR5A agonist assay, luminescence, cell-based; in the data active means activation mostly above about 9.5%, no sharp cut-off; inactive means mostly below about 7.6%;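 further: 0% = cells with vehicle only and 100% = reference agonist; strong numbers were not always called active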
Wnt bcat act = Wnt/beta-catenin pathway activation; activation, % at 9.35 µM; actives 1.2% (n = 300,000); Wnt/beta-catenin reporter cell assay, activator, plate reader; in the data active means activation above about 30%, passing the limit was not always enough; inconclusive means no clear call, values can overlap the other calls;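 further: 0% = neutral control wells and 100% = positive control wells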
dFosB act = mouse delta FosB homodimer activation | P13346 | purified delta FosB, TAMRA-CDK5 oligo fluorescence polarization; percent of positive-control signal above neutral wells | activation, % at 25 µM | actives 0.99% (n = 340,000) | AID 493131;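 active means mean activation above about 17%, with every replicate also reaching it, limit read from the data, passing the limit was not always enough; inconclusive means only one of the two conditions met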;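 further: fluorescence polarization rise as delta FosB binds a TAMRA Cdk5 AP-1 oligo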
NSD2 HMT inh = NSD2 (human) methyltransferase inhibition; O96028; inhibition, % at 12.5 µM; NSD2 peptide methylation, AlphaScreen, 120 min; actives 0.54% (n = 310,000); in the data active means inhibition above about 50%
Target sequence (O96028 whole entry, looked up): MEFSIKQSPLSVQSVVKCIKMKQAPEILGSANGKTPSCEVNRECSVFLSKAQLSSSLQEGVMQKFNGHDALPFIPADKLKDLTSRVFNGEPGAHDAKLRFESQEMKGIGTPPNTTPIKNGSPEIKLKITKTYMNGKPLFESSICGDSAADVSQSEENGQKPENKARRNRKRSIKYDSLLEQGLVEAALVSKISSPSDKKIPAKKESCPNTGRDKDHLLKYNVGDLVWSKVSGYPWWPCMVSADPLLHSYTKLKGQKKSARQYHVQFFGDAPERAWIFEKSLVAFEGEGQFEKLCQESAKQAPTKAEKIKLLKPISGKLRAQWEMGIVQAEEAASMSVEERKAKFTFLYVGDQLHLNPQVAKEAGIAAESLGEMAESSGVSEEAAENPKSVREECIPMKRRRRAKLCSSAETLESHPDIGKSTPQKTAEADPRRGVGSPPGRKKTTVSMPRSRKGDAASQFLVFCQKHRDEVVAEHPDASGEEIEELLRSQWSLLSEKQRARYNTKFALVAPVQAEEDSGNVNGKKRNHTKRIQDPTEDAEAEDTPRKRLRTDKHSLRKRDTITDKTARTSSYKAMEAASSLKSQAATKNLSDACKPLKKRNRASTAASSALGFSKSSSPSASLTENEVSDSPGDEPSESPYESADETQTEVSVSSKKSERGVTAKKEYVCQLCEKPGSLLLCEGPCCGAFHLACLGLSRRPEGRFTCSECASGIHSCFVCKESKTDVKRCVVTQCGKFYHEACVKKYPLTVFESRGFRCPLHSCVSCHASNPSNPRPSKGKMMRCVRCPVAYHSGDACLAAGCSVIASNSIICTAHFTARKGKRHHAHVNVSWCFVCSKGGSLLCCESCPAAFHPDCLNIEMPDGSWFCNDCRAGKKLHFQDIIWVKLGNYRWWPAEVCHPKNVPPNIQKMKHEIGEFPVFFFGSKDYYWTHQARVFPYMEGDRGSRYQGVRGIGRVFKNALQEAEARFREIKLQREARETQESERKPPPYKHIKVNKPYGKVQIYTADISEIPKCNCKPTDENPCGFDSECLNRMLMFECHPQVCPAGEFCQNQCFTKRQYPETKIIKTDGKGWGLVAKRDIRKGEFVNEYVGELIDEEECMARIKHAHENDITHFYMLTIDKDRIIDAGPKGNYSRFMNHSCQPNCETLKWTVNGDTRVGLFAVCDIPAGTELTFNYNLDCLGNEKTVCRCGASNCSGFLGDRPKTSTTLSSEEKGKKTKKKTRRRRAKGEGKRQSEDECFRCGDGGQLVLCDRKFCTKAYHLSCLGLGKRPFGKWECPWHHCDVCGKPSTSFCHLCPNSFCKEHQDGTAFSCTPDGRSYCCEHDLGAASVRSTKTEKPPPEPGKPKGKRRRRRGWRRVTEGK
V-ATPase pHluor = alters yeast V-ATPase proton transport; S. cerevisiae, pHLuorin cytosolic pH fluorescence; response, % at 10 µM; actives 0.37% (n = 350,000); in the data active means response mostly above about 7.3%, no sharp cut-off; inactive means mostly below about 5.4%; further: actives read high; inactives centre near 0; some compounds called inactive have numbers as strong as hits; reference of the scale not given here
CDK5 inh = CDK5/p35 (human) kinase inhibition | inhibition, % at 10 µM | actives 0.01% (n = 330,000) | Q00535+Q15078 | Recombinant CDK5/p35, ADP-Glo luminescence, 60 min;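 active means highest replicate inhibition of at least 50% and at least 75% of replicates reaching 50%; inconclusive means only one of the two criteria met; inactive means both criteria failed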;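 further: plate controls were DMSO neutral control for no effect and GW8510 at 10 µM for full effect; many of its hits are not listed in these tables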
PvdQ acylase = blocks Pseudomonas aeruginosa PvdQ acylase activity; AID 488965; inhibition, % at 10 µM; purified PvdQ acylase, fluorescence plate reader; actives 0.063% (n = 340,000); in the data active means inhibition above about 30%, passing the limit was not always enough; inconclusive means no clear call, values can overlap the other calls;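 further: 0% = vehicle neutral wells and 100% = reference inhibitor wells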
An asterisk follows results filed as active; ? = inconclusive; / = not tested or not shown.

SMILES | MITF act | SR-BI HDL uptake | HTR5A inv ag | HTR5A ag | Wnt bcat act | dFosB act | NSD2 HMT inh | V-ATPase pHluor | CDK5 inh | PvdQ acylase
COC(=O)c1ccc(CSc2ncn[nH]2)o1 | -7 | -30 | 15 | -6 | -7 | -1 | -1 | 0 | 2.7 | -14
O=C(NCc1ccco1)NC12CC3CC(CC(C3)C1)C2 | 6 | -12 | -22 | 1 | / | -2 | -1 | -3 | -1.4 | 1
CCOCCCNC(=O)c1cn(C)c2ccc(S(=O)(=O)N3CCCCC3)cc2c1=O | -2 | 3 | -22 | 5 | 0 | -4 | -2 | 3 | -0.3 | 4
COc1ccccc1N1C(=O)C2C(C(=O)c3ccccc3)=NN(c3ccccc3OC)C2C1=O (centres undefined) | / | / | 12 | 4 | 3 | -4 | -2 | -4 | -0.6 | -15
Cc1ccc(S(=O)(=O)NC(C)(C)CN2CCCCC2)cc1 | 5 | -26 | 4 | -1 | -1 | -3 | -2 | -3 | 1.8 | 6
O=C(CN1C(=O)c2cccc3cccc1c23)Nc1ccc(S(=O)(=O)Nc2nccs2)cc1 | / | 11 | -12 | 4 | / | -8 | -4 | 3 | -2.1 | -19
CCC(C)NC(=O)CSc1n[nH]c(=O)n1CCc1ccccc1 (centres undefined) | -15 | -5 | 0 | 1 | 1 | 5 | 0 | -5 | -0.9 | -12
CCC(C)(C)C(=O)Nc1cc([N+](=O)[O-])ccc1Cl | -12 | -19 | -21 | -1 | -2 | 3 | -3 | 1 | 2.2 | 8
Cn1c(=O)c2c(nc(NCc3ccc4c(c3)OCO4)n2Cc2ccccc2)n(C)c1=O | -2 | / | 1 | 0 | -3 | -10 | / | 1 | 2.1 | 7
COCC(=O)Nc1cccc2ccccc12 | / | 0 | -4 | -5 | 3 | 1 | / | 5 | -1.4 | -7
O=C(CSc1nnnn1C1CCCC1)Nc1ccccc1F | 15 | -15 | -8 | 3 | 3 | -7 | -2 | -3 | 0.7 | -5
O=C(COC(=O)c1ccc(Br)o1)Nc1ccc2[nH]c(=O)[nH]c2c1 | 4 | -17 | 7 | -2 | -1 | 12 | -4 | -2 | -0.4 | -14
CCc1cccc(NC(=O)CCc2nc3sc4c(c3c(=O)[nH]2)CCCC4)c1 | 6 | -10 | 4 | -2 | -2 | -11 | 0 | -3 | -2.7 | -12
CCC1CCCCN1CCCNC(=O)c1ccc2nc(N3CCCCC3)sc2c1 (centres undefined) | ? | 18 | -7 | 2 | -1 | -12 | 2 | -4 | -1.5 | -3
O=S(=O)(Cc1cc(-c2ccc(Cl)cc2)no1)c1ccccc1 | ? | -8 | 6 | -3 | -4 | -2 | 1 | -1 | -0.6 | 16
O=C(CC1C(=O)NCCN1C(=S)Nc1ccccc1)Nc1ccc2c(c1)OCCO2 (centres undefined) | -4 | 15 | -23 | 3 | / | 4 | -3 | 3 | -1.3 | -6
O=C(c1ccc(F)cc1)C1CCN(C(=O)Nc2ccc(F)cc2F)CC1 | -3 | 56 | 2 | -1 | -2 | -4 | 5 | 4 | -2.6 | -8
Cc1ccc(NC(=O)NCC2CCN(Cc3cccc(Cl)c3)CC2)c(Cl)c1 | 13 | 29 | -7 | 2 | -1 | 0 | -2 | 8 | -12 | -14
COc1ccc(CNC(=S)Nc2cc(C)ccc2C)cc1 | -11 | / | -39 | 4 | / | 0 | -2 | -1 | 0.4 | -1
CCOc1ccc(N2C(=O)Nc3ccccc3C2(O)C(=O)NCc2ccc(F)cc2)cc1 (centres undefined) | -2 | -15 | -40 | 2 | 0 | 4 | -2 | -2 | 0.5 | 5
COc1ccc(S(=O)(=O)NC(CC(=O)O)c2ccco2)cc1 (centres undefined) | -3 | 31 | 6 | 4 | 4 | -5 | -2 | -1 | -3.1 | -8
COc1ccc(OCC(=O)Nc2ccccc2C(=O)NC(C)C)cc1 | 0 | 5 | 9 | 1 | 4 | 0 | 1 | / | 0.2 | -4
CCCc1ccc2oc(C(=O)N3CCC[C@H]3CO)c(C)c2c1 | 69 | 14 | -27 | 1 | 20 | -3 | -6 | -2 | -0.3 | 4
O=C(COC(=O)c1ncc(Cl)c(Cl)c1Cl)NCc1cccs1 | -5 | 2 | 9 | -4 | 0 | 0 | -14 | -4 | 0.4 | -11
Cc1ccc2cccc(OCCCOc3ccccc3CO)c2n1 | 10 | 29 | -36 | -1 | 6 | 0 | 1 | 0 | 1.4 | -10
Cc1cnc(C(=O)OCC(=O)NC(=O)c2ccccc2)cn1 | -3 | 2 | -10 | 3 | -1 | -1 | 0 | 3 | 0.5 | 2
O=C(CN1CCN(S(=O)(=O)c2ccc(Cl)s2)CC1)N1CCCCC1 | 4 | -20 | 14 | 5 | 1 | -7 | 0 | 0 | -0.4 | 3
CC(C)(C)c1nnc2sc(SCC(=O)c3ccc(Cl)cc3)nn2c1=O | -2 | -34 | 3 | -1 | / | 1 | / | 0 | -0.6 | -5
COC(=O)/C=C1\SC(=Nc2ccccc2)NC1=O | 6 | 7 | -9 | 0 | / | 3 | -2 | -1 | -0.5 | -8
CC12CCC(=O)N1C(C(=O)NNC(=O)c1cccc(Cl)c1)CS2 (centres undefined) | 5 | -30 | -18 | 1 | -3 | 3 | 0 | -3 | 1.8 | -10
CC(C)OP(=O)(c1ccc(N(C)C)cc1)C(O)c1cccnc1 (centres undefined) | / | -9 | -2 | 0 | 13 | -9 | -3 | 5 | -2.7 | -18
CCOC(=O)c1cncc(NC(=O)c2ccccc2)c1 | -1 | 8 | -13 | 6 | / | -13 | -2 | 0 | 0.4 | -16
CCN1C(=O)C2(C(C#N)=C(N)Oc3n[nH]c(-c4ccccc4)c32)c2ccccc21 (centres undefined) | -5 | 7 | -15 | 6 | -3 | -8 | 1 | -5 | 0.4 | 17
COc1cccc(CN2CCCN(S(=O)(=O)c3ccc(Br)cc3)CC2)c1 | / | 3 | -3 | -1 | / | -13 | / | -7 | -0.7 | 2
COC(=O)c1c(NC(=O)Cc2cccs2)sc2c1CCCC2 | 18 | 24 | -5 | 2 | / | -17 | 1 | -2 | -0.6 | 8
Cc1cc(C)c(-c2cc(C(=O)Nc3c(C)n(C)n(-c4ccccc4)c3=O)[nH]n2)c(O)c1 | / | / | -6 | 2 | -4 | -7 | 7 | 2 | -1.2 | -18
CCCCNC(=O)CCSc1nc2nc(C)cc(C)n2n1 | 1 | -1 | -15 | -2 | 1 | 2 | -3 | 2 | 1.4 | -17
C/C(=N/NC(=O)c1ccc(C)s1)c1cccc(NC(=O)COc2ccc(Cl)cc2Cl)c1 | 31 | 49 | 16 | 10 | / | -15 | 1 | 2 | -1.2 | -13
CCc1ccccc1N/C(=N\S(=O)(=O)c1ccccc1)C(F)(F)F | -1 | -53 | -7 | 4 | / | -3 | -1 | -3 | -0.3 | -7
CN(C)S(=O)(=O)c1ccc(Cl)c(C(=O)NCC2CCCCC2)c1 | 7 | / | 4 | -1 | -4 | -12 | 0 | -1 | -1.0 | -11
CC(NC(=O)C(=O)NN=C1CCCC1)c1ccccc1 (centres undefined) | -2 | -14 | 12 | 1 | -1 | 0 | 3 | -2 | 0.0 | -8
O=C(Nc1ccccc1)C1CCN(C(=O)c2ccc(Br)cc2)CC1 | 7 | 8 | 15 | 1 | 0 | -9 | 1 | 2 | 0.3 | -10
CCn1ccnc1CN(C)Cc1cn(-c2cc(C)ccc2C)nc1-c1ccccc1 | 2 | -9 | -5 | -1 | 0 | -1 | 1 | -3 | 1.7 | 2
Cc1ccc(S(=O)(=O)NCC(=O)OCC(=O)N(CCC#N)c2ccccc2)cc1 | 1 | 9 | -4 | 1 | -4 | 1 | -1 | -1 | -1.1 | -10
Nc1nc(N(Cc2ccccc2)Cc2ccccc2)nc(C(F)(F)F)n1 | 9 | -5 | 0 | 0 | 0 | -7 | -2 | -1 | -0.5 | -4
CCOc1ccc(NC(=O)NCCN2CCN(c3ccccc3F)CC2)cc1 | -5 | / | -3 | 1 | 0 | -7 | 1 | 1 | -1.5 | -8
CC1(C)NC(=O)N(CC(=O)OCC(=O)c2ccc(Cl)s2)C1=O | 9 | -3 | 19 | -5 | -1 | 1 | -1 | -3 | 2.4 | 4
O=C(CSc1cccc[n+]1[O-])c1ccc(Cl)s1 | -5 | -22 | 34 | 13* | 3 | 1 | 6 | 2 | -1.1 | -2
CCCC(=O)N1CCN(c2ccc(NC(=O)C(C)(C)C)cc2)CC1 | 1 | -3 | -6 | 2 | / | 2 | -4 | -4 | 0.0 | -8
CCOc1ccc2ncc(S(=O)(=O)c3ccccc3)c(N3CCN(c4ccccc4)CC3)c2c1 | 9 | / | 9 | 0 | -3 | -9 | / | 4 | 0.9 | -6
Cn1nnnc1SCC(=O)NCc1ccc2c(c1)OCO2 | -2 | -4 | -35 | -2 | 2 | -6 | -3 | 1 | 1.8 | 0
Cc1cc(C)nc(SCC(=O)N2CCCCC2)n1 | -12 | -15 | -8 | 2 | / | 5 | -4 | -1 | 2.8 | 10
CC1Sc2ccc(C(=O)NCc3cccc(C(F)(F)F)c3)cc2NC1=O (centres undefined) | -14 | 16 | 10 | -4 | -2 | -3 | 1 | -8 | -0.8 | 0
CC(=O)c1cc(CN2CCN(C(C)C)C(CCO)C2)cs1 (centres undefined) | -10 | -1 | 12 | 0 | -1 | 2 | -3 | 0 | 0.7 | -5
N#C/C(=C\c1cccc(Cl)c1)c1n[nH]c(Cn2cncn2)n1 | -4 | -1 | 5 | -2 | / | -1 | -1 | 1 | -0.3 | -10
COc1c(F)c(F)c(C(=O)Nc2c(C)cc(Br)cc2C)c(F)c1F | 8 | 9 | -10 | 4 | 2 | 3 | 0 | 3 | -0.6 | 11
COCCNC(=O)Cn1nc(-c2ccccc2C)ccc1=O | -6 | -4 | -5 | 1 | -1 | 3 | -3 | 0 | 0.6 | 0
CN1/C(=N\O)c2cccc3cccc1c23 | 1 | -13 | -17 | 7 | / | 6 | 55* | -4 | -0.3 | 8
COc1cccc(N2[C@@H](CC(C)=O)c3ccc(/C=C/C(C)=O)cc3S2(=O)=O)c1 | -34 | 10 | 16 | 0 | 3 | -3 | / | 2 | -0.4 | -8
OCC1(Cc2ccccc2)CCCN(Cc2c[nH]c3ccccc23)C1 (centres undefined) | 7 | -17 | -15 | 6 | 0 | -13 | 3 | 0 | 0.2 | -12

Following part
SMILES | MITF act | SR-BI HDL uptake | HTR5A inv ag | HTR5A ag | Wnt bcat act | dFosB act | NSD2 HMT inh | V-ATPase pHluor | CDK5 inh | PvdQ acylase
COc1ccc(C2N(c3cc(Cl)ccc3OC)C(=O)C3CCCN32)c(OC)c1 (centres undefined) | 6 | -15 | -1 | 0 | 1 | -10 | / | -1 | 2.3 | -13
CC(N)(C(=O)O)c1cccc(OCc2cccc(Cl)c2)c1 (centres undefined) | 1 | 11 | -9 | 3 | 1 | 4 | -2 | -2 | 0.2 | -3
O=C(CN1C(=O)NC2(CCCCC2)C1=O)NCc1cccs1 | 5 | -24 | 5 | 7 | -1 | 0 | -2 | -1 | / | 10
Cc1cccc(NC(=O)CNC(=O)Cn2ncc(Cl)c(Cl)c2=O)c1C | -85 | -11 | 0 | 0 | / | -3 | 0 | 0 | 1.2 | 0

High-throughput results as filed in PubChem.
